Compound activity as filed in PubChem BioAssay.
AID inhibitor: activation induced cytidine deaminase inhibition. Q9GZX7. AID deamination FRET fluorescence, UDG-coupled, 4 h. Potency, µM (top dose mostly 115 µM), for the others: top-dose activity change, negative = inhibition, hits mostly inhibitors. hit rate 0.32% among 91,000. AID 1347428; note: nearly all actives have a fitted effect of over 25% in size
Target sequence (Q9GZX7 whole entry, looked up): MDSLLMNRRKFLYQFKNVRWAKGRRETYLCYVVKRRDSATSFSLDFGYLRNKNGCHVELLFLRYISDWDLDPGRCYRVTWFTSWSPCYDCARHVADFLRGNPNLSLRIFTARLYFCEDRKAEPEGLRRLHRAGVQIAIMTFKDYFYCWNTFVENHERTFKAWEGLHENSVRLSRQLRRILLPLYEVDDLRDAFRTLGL
UDG counter: UDG inhibition counter-screen. FRET deamination/UDG coupled assay, UDG read, 4 h. Potency, µM (highest dose often 115 µM), for inactives: at the top dose activity change, negative = inhibition, most hits filed as inhibitors. hit rate 0.14% among 91,000. AID 1347430; note: nearly all actives have a fitted effect of over 65% in size
* marks the source's active call; other numbers are inactive results; ? = inconclusive; & = joins results of further samples; [ ] = another dose, or the depositor's remark. Calls come from the whole dose curve; as a rule, active = well fitted curve in the direction sought with a large enough effect; inconclusive = small, poorly fitted or top-dose-only effect, or another doubt; inactive = no such curve, though single readings can be large; an effect the other way counts as inactive or inconclusive. % is set by controls: 0 for no effect and ±100 for the full control effect; potency is the fitted concentration of half-maximal effect.

The first 7 entries, ahead of the listing:
SMILES	AID inhibitor	UDG counter
CCC(NC(=O)Nc1cccc(C)c1)c1c(-n2cccc2)sc2c1CCN(C)C2 (stereo not given)	-8.7%&-21.9%	-2.6%&-15.5%
O=C(CCc1ccccc1)N(Cc1cccnc1)c1nc2c(F)cc(F)cc2s1	-21.9%	27.8%
CCc1ccccc1NC(=O)CN(c1ccccc1OC)S(=O)(=O)c1ccc(C)cc1	?	-12.3%
O=C(OCc1ccccc1)c1c[nH]c2ccccc12	-6.5%	2.7%
CC(=O)c1cccc(NC(=O)C2CCCN(c3nnc(-n4cccc4)s3)C2)c1 (stereo not given)	-11.3%	-3.2%
COc1cccc(NC(=O)c2ccc3nc(Cc4ccccc4)oc3c2)c1	-17.9%	?
Cc1ccc(S(=O)(=O)N2CCn3cccc3C2c2ccccc2)cc1 (stereo not given)	-16.9%	89.1µM*

The list itself, repeating the preview:
SMILES	AID inhibitor	UDG counter
CCC(NC(=O)Nc1cccc(C)c1)c1c(-n2cccc2)sc2c1CCN(C)C2 (stereo not given)	-8.7%&-21.9%	-2.6%&-15.5%
O=C(CCc1ccccc1)N(Cc1cccnc1)c1nc2c(F)cc(F)cc2s1	-21.9%	27.8%
CCc1ccccc1NC(=O)CN(c1ccccc1OC)S(=O)(=O)c1ccc(C)cc1	?	-12.3%
O=C(OCc1ccccc1)c1c[nH]c2ccccc12	-6.5%	2.7%
CC(=O)c1cccc(NC(=O)C2CCCN(c3nnc(-n4cccc4)s3)C2)c1 (stereo not given)	-11.3%	-3.2%
COc1cccc(NC(=O)c2ccc3nc(Cc4ccccc4)oc3c2)c1	-17.9%	?
Cc1ccc(S(=O)(=O)N2CCn3cccc3C2c2ccccc2)cc1 (stereo not given)	-16.9%	89.1µM*
CCn1c(CNC(=O)c2ccc3c(c2)OCO3)nnc1SCC(=O)c1ccc(F)cc1	10.9%	-4.5%
CC(C)c1cc(C(=O)NC(C)c2ccccc2)no1 (stereo not given)	11.8%	28.6%
COc1ccc(Br)cc1CNC(=O)CCSCc1ccc(Cl)cc1	-21.0%	-9.6%
Cc1ccc(NC(=O)CSc2nc(=O)n(Cc3ccco3)c3c2CCC3)cc1F	?	21.3%
Cc1ccnc(NC(=O)Cc2ccccc2Cl)c1	2.6%	9.0%
Cc1ccc(NC(=O)CCc2ncc(-c3c(F)cccc3F)o2)c(Cl)c1	1.7%	-7.9%
Oc1c(C(c2ccccc2F)N2CCC3(CC2)OCCO3)sc2nc(-c3ccco3)nn12 (stereo not given)	19.7%	-5.8%[57.5 µM]
Cc1ccc(Cl)cc1NC(=O)Cn1cc(S(=O)(=O)Cc2ccccc2Cl)c2ccccc21	31.2%[activator]	14.7%
Cc1cccc(C(=O)CC(=O)c2cccc(C)c2)c1	2.7%	9.2%
CN1CCN(S(=O)(=O)c2ccc(NC(=O)c3ccccc3Oc3ccccc3)cc2)CC1	-6.2%	-4.4%
CC(C)(C)NC(=O)CN1CCN(c2cccc(F)c2C#N)CC1	-0.9%	-13.1%
O=C(c1ccc(F)cc1F)N(Cc1ccco1)C1CC1	3.2%	6.9%
c1ccc(-c2nc(-c3cccnc3)n[nH]2)cc1	-7.9%	-5.6%
Cc1c(NC(=O)c2cc(-c3cccc(Cl)c3)on2)c(=O)n(-c2ccccc2)n1C	-17.4%	-27.6%
CCCCOC(=O)C(C)Oc1ccc2c(=O)c(Oc3ccccc3Br)coc2c1 (stereo not given)	3.5%	6.3%
CCOCCn1c(=O)c2c(nc(-n3nc(C)c(C)c3C)n2C(C)C)n(C)c1=O	-2.3%	-1.2%
CCCC1CCc2c(sc(NC(C)=O)c2C#N)C1 (stereo not given)	1.5%	2.7%
COc1cccc(NC(=O)CSC2=Nc3ccccc3C3=NC(CCC(=O)NC4CCCCC4)C(=O)N23)c1 (stereo not given)	0.0%	-23.8%
Cc1ccc(CN(C(=O)COc2ccc(Cl)cc2C)C2CCS(=O)(=O)C2)o1 (stereo not given)	-22.8%	-19.5%
COCc1nnc(NC(=O)CCn2ccc3ccccc32)s1	-11.5%	9.6%
Cc1ccc(C(=O)N2CC(C)CC(C)C2)cc1 (stereo not given)	-4.9%	-16.8%
Cc1c(C(=O)NCc2ccc(Cl)cc2)sc2nc3n(c(=O)c12)CCCC3	0.8%	-7.9%
CNC(=O)CN(C)C(=O)CCc1ncc(-c2ccccc2F)o1	2.0%	2.4%
NC(=O)C1CCN(CC(=O)Nc2cccc(C(=O)Nc3cccc(C(F)(F)F)c3)c2)CC1	-1.6%	4.5%
CC(c1ccccc1)N(C)C(=O)c1cccc(CS(C)(=O)=O)c1 (stereo not given)	14.0%	4.0%
COc1ccccc1N1CCN(C(C(=O)O)c2c[nH]c3ccc(NC(=O)c4ccccc4)cc23)CC1 (stereo not given)	-5.9%	-6.0%
CC(C)OC(=O)Cn1nnc2sc3c(c2c1=O)CCCC3	-10.5%	-0.9%
O=C(NCCC1CCCC1)C1CC1	0.5%	6.4%
CNC(=O)NC(=O)CN(C)Cc1ccc(C(C)C)cc1	-0.3%	-1.1%
CC(C)Cn1c(SC(C)C(=O)Nc2nccs2)nnc1-c1ccco1 (stereo not given)	-4.4%	4.2%
CC(C)c1ccc(NC(=O)C2(C)Cc3ccccc3C(=O)O2)cc1 (stereo not given)	-0.8%	14.6%
c1csc(-c2nnc(COc3ccc(-n4cnnn4)cc3)o2)c1	-14.7%	-9.1%
COc1cc2c(-c3ccc(C)cc3)nc3c(c(C)nn3-c3ccccc3)c2cc1OC	19.8%	-6.0%
c1ccc(CSC2=NCCCN2)cc1	12.8%	-0.8%
COC(=O)CN(CC(=O)NC(N)=O)Cc1ccccc1	-0.8%	3.7%
Cc1ccc(-n2ncc(C(=O)NCc3ccccc3)c2C2CCN(C(=O)OC(C)(C)C)CC2)cc1	?	18.7%
CC(Nc1ccccc1[N+](=O)[O-])c1cccc(S(N)(=O)=O)c1 (stereo not given)	8.3%	10.6%
COc1ccc(-c2cn3c(n2)sc2cc(C(=O)NC(C)C45CC6CC(CC(C6)C4)C5)ccc23)cc1 (stereo not given)	5.6%	-0.6%[57.5 µM]
Cc1ccccc1-c1noc(-c2ccc(N3CCN(C)CC3)c([N+](=O)[O-])c2)n1	11.0%	-3.8%
COc1ccccc1Oc1ccc(N/C=C/C(=O)c2ccc(Cl)cc2)cc1	-0.7%	1.8%
Fc1ccc(F)c(CNCCN2CCCC2)c1	-4.3%	-4.3%
COc1ccc(-c2cnn3c(C)cc(C)nc23)cc1S(=O)(=O)NCc1ccccc1C(F)(F)F	-8.9%	-6.6%
O=C(NC1CC1)c1ccc(CN(C2CC2)S(=O)(=O)c2ccc3c(c2)CCCC3)cc1	1.6%	-2.6%
Cc1ccccc1NC(=O)CSc1nc2ccc(NC(=O)c3cccs3)cc2s1	-3.7%	20.7%
Cc1cccc(NC(=O)Cn2cc(C(=O)C3CCCCC3)c3ccccc32)c1C	10.2%	2.4%
O=C(Cn1ncc2c3ccccc3n(Cc3ccc(F)cc3)c2c1=O)NCCCN1CCCCC1	-0.2%	-9.2%
Cc1ccc2nc(NC(=O)CSc3[nH]c(=O)ncc3C)sc2c1	-17.5%	3.3%
COc1cccc(NS(=O)(=O)c2ccc3[nH]cc(C(=O)N(C)C4CCCCC4)c(=O)c3c2)c1	-0.1%	2.6%[57.5 µM]
CCN1CCN(c2nc(SC)nc(-c3ccc(Cl)cc3)c2C#N)CC1	-14.8%	-17.9%
CCOC(=O)/C(C#N)=C/N=CN(C)C	-0.5%	-0.2%
COc1cc(/C=C(/C#N)c2ccccn2)ccc1OC(F)F	23.6%	3.4%
Cc1cc2c(c(=O)n1CCN(C)C)C(c1c(Cl)cccc1Cl)C(C#N)=C(N)O2 (stereo not given)	-8.7%	0.7%
Nc1c(Br)cc([N+](=O)[O-])cc1Br	-3.6%	-5.8%

2 of the compounds above, with values under each structure.
Results follow in this order: AID inhibitor | UDG counter
> CCn1c(CNC(=O)c2ccc3c(c2)OCO3)nnc1SCC(=O)c1ccc(F)cc1
    10.9% | -4.5%
> Cc1ccc(CN(C(=O)COc2ccc(Cl)cc2C)C2CCS(=O)(=O)C2)o1 (stereo not given)
    -22.8% | -19.5%

(cont.)
SMILES	AID inhibitor	UDG counter
CC1CCC/C(=N/NC(=S)Nc2ccccc2)C1 (stereo not given)	1.9%	-2.2%
CN(C)c1ccc(CNC(=O)c2ccc(NC(=O)N3CCCCc4ccccc43)cc2)cc1	15.9%	11.6%
Cc1cccc(NC(=O)COc2ncnc3ccccc23)c1	-4.6%	-0.3%
CC1CCCc2sc3nc(SCC(=O)c4ccc(Br)cc4)nc(N)c3c21 (stereo not given)	?	?
N#C/C(=C/c1ccccc1OC(F)F)C(=O)Nc1ccccc1Oc1ccccc1	-6.1%	2.5%
Cc1ccc(-c2ccc(=O)n(Cc3noc(C(=O)NCCc4cccs4)n3)n2)cc1	-17.4%	?
O=S(=O)(c1ccc(F)cc1)c1nc(-c2ccc(F)cc2)oc1NCCN1CCOCC1	4.5%	1.3%
Cc1ccc(NC(=O)CSc2nc3ccccc3c3nc(CCn4cncc4C)nn23)c(C)c1	-6.7%	8.7%
COC(=O)CNC(c1ccccc1)c1cc(Br)ccc1NC(=O)c1ccccc1 (stereo not given)	-2.0%	1.8%
CC(C#N)Sc1nnc(-c2c[nH]c3ccccc23)n1C1CC1 (stereo not given)	-1.1%	10.0%
COCCNC(=O)c1sc(NCc2ccco2)nc1C	0.6%	-4.0%
COc1ccc(C(=O)/C=C/c2cn(CC(O)CN3CCCCCC3)c3ccccc23)cc1OC (stereo not given)	?	?
CN(C(=O)CSc1nc2ccccc2n1CC(=O)NCc1ccc(F)cc1)c1ccc(F)cc1	-0.8%	-10.4%
Cc1onc(-c2ccccc2)c1C(=O)Nc1nnc(CC(C)(C)C)s1	-1.8%	-6.4%
Fc1cccc(Nc2ncnc3c2oc2ccccc23)c1	-4.7%	1.9%
COc1ccc(CNS(=O)(=O)c2csc(C(N)=O)c2)cc1OC	-1.2%	6.4%
CC(Sc1nc(Cl)nc2nc[nH]c12)C(=O)N1CCN(c2cccc(Cl)c2)CC1 (stereo not given)	-8.6%	-4.9%
Cc1ccc(C)c(NC(=O)C2CCCN2S(=O)(=O)c2ccc3c(c2)CCCC(=O)N3)c1 (stereo not given)	-0.3%	-0.9%
CCOC(=O)NC(c1ccccc1)C(C(=O)OCC)C(=O)OCC (stereo not given)	8.8%	11.3%
O=C(O)c1nn(Cc2ccccc2)c(=O)c2ccccc12	5.5%	8.2%
CC(C)c1cc(N)n[nH]1	0.3%	1.1%
COc1cccc(CN2C(=O)c3ccccc3Sc3ccc(C(=O)NCc4ccccc4)cc32)c1	-13.1%	-4.0%
Nc1cccc(COCC(F)(F)C(F)F)c1	-4.8%	-7.6%
O=C(CCl)N1CC=C(c2ccccc2)CC1	-2.6%	-6.0%
O=C(O)CCc1ncc(-c2c(F)cccc2F)o1	5.6%	2.5%
CCCn1c(SCC(O)c2ccccc2)nc2ccccc21 (stereo not given)	-11.7%	-16.2%
Cc1cc(I)c(-c2c(I)cc(C)c(N)c2C)c(C)c1N	-15.6%	-7.2%
O=C(/C=C/c1cccc(Oc2ccc(Cl)cc2)c1)c1ccccc1	-11.5%	-5.3%
C#CCSc1nc2sc3c(c2c(=O)n1-c1cccc(OC)c1)CCN(C(C)=O)C3	?	-10.1%
CCC1CN(C(=O)N2CCC(C(=O)NCCc3ccc(OC)c(OC)c3)CC2)c2ccccc2O1 (stereo not given)	1.7%	-9.5%[57.5 µM]
CCc1nnc2c(Nc3ccccc3Br)nc3ccccc3n12	2.3%	16.4%
CCN(CC)S(=O)(=O)c1cc(NC(=S)Nc2ccccc2F)ccc1C	-5.1%	1.5%
O=S1(=O)C=CC2ON=C(c3c(Cl)cccc3Cl)C21 (stereo not given)	-20.6%	-4.3%
O=C(CSc1ccc2c(c1)OCCO2)NC(c1ccccc1)c1cccs1 (stereo not given)	-11.1%	-7.3%
COc1ccc(S(=O)(=O)c2cc3ccc(OC)cc3oc2=O)cc1	-8.6%	-1.4%
Cc1oc(-c2ccccc2)nc1CC(=O)NC(C)c1ccco1 (stereo not given)	5.5%	1.8%
Cc1c(-c2ccccc2)c(=O)oc2c(CN3CCCC3)c(O)ccc12	-6.7%	-8.1%
COc1cc(Cl)c(C)cc1NC(=O)Cn1c(C)c2cnn(-c3ccccc3)c(=O)c2c1C	3.8%	11.9%
Cn1nc(C(=O)NCC2CCN(C3CC3)C2)c2ccccc2c1=O (stereo not given)	-8.5%	-6.6%
Cc1ccccc1OC(=O)/C=C/c1ccccc1	-10.3%	-11.0%
CCCCC(=O)N1c2ccccc2C(C)(c2ccccc2)CC1(C)C (stereo not given)	?	-2.9%
CCCn1c(CCC(=O)Nc2cccc(C)c2C)nc2cccnc21	86.4%[activator]	23.8%
Cc1ccc(OCc2nc3ccccc3n2Cc2ccccc2Cl)cc1	-19.0%	-1.4%
Cc1ccc(CN2CCc3nc(N4CCN(c5ccccc5F)CC4)ncc3C2)s1	6.6%	-2.0%
CCc1ccc(C(=O)c2cn(CC(=O)Nc3cccc(OC)c3)c3ccc(OC)cc3c2=O)cc1	?	-8.6%
CC(=O)Nc1ccc(S(=O)(=O)NCCS(=O)(=O)N2CCN(c3ccccc3F)CC2)cc1	24.0%	1.3%
Cc1cc(/C=C/C(=O)c2ccc(O)cc2)cc(C)c1O	12.3%	4.1%
O=C(Nc1ccccc1Cl)c1nc2ccccc2nc1N1CCOCC1	-2.2%	4.7%
COc1ccc(NC(=O)C(c2ccc(C)cc2)N(C)C(=O)/C=C\c2ccc3c(c2)OCO3)cc1 (stereo not given)	?	-16.2%
CCC(C)NS(=O)(=O)c1c(C)cc(N2C(=O)CCS2(=O)=O)cc1C (stereo not given)	-1.1%	1.7%
CCOc1ccc(/C=C/c2nc(C#N)c(Nc3ccc(OCC)cc3)o2)cc1	?	-11.9%&-7.6%
CC(CNC(=O)c1ccco1)c1ccccc1 (stereo not given)	-7.3%	-2.9%

Only part of the results is shown (hit frequency here may not be typical).
